Screening data (PubChem)
TGFb inhibitor: TGF-b pathway inhibition; Potency, µM (highest dose often 46.1 µM), for inactives: at the top dose activity, negative = inhibition, most hits filed as inhibitors; 410,000 compounds, 1.2% hits; HepG2 CAGA-GFP TGF-b/SMAD3 reporter, GFP fluorescence, 18 h; TGF-beta stimulated, 500 pg/mL final; also: potency is read from the fitted curve at half-maximal effect; % is scaled to controls: 0 for no effect and ±100 for the full control effect; nearly all actives have a fitted effect of over 65% in size
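First, reporter cells (HEPG2 CAGA-GFP) rested 2 h at 37 degrees C. Next, compounds were pinned in and TGF-beta added to 500 pg/mL final. After 18 h, GFP was imaged per cell and summed per well.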
pAkt inh: inhibitors of Akt phosphorylation. Neuro2A IGF-stimulated pAkt S473 HTRF, 20 min; hits give low values. activity change, % for hits at 50 µM. 360,000 compounds, 0.32% hits. AID 651550; in the data active = activity change below about -80%; inconclusive = mostly about -51% to -80%; also: % is scaled to controls: 0 for no effect and ±100 for the full control effect
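Neuro2A cells (4,500/well, DMEM with 0.5% FBS) were treated with compound at a single 50 µM final concentration, stimulated with 6 nM IGF for 20 min at 37 °C, and lysed. Phospho-Akt Ser473 was read by HTRF as 665/615 ratio ×10^4.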
A549 viability: A549 cytotoxicity, counter-screen for Nrf2 inhibitors; A549 ARE-Fluc cells, CellTiter-Fluor viability, 18-24 h; Potency, µM (series often up to 46 µM), inactives show top-dose activity change, negative = cytotoxicity, hits mostly inhibitors; 390,000 compounds, 0.16% hits; AID 504648; also: potency is read from the fitted curve at half-maximal effect; % is scaled to controls: 0 for no effect and ±100 for the full control effect
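A549 ARE_Fluc cells in 5% FBS OPTI-MEM were exposed to compounds in concentration-response for 18-24 h at 37 deg C. Viability was read by CellTiter-Fluor fluorescence (Ex 405/Em 525) after 30 min, before the luciferase read.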
MmCpn inh: blocks the Methanococcus maripaludis chaperonin Mm-Cpn; purified Mm-Cpn ATPase, ADP Transcreener TR-FRET; Potency, µM (series often up to 76.9 µM), for inactives: at the highest dose activity, negative = inhibition, usual class: inhibitors; AID 504842; 330,000 compounds, 0.031% hits; also: potency is read from the fitted curve at half-maximal effect; % is scaled to controls: 0 for no effect and ±100 for the full control effect; nearly all actives have a fitted effect of over 80% in size
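Eu-cryptate anti-ADP/ADP-d2 competition gives a ratio inversely related to ADP. Enzyme at 25 nM was pre-exposed to compound for 10 min, then given 10 uM ATP for 30 min, 37°C throughout.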
CCT modulator: modulators of cytosolic chaperonin (CCT/TRiC) activity | purified chaperonin ATPase assay, HTRF ADP detection, 30 min | activity change, % (no concentration beside the values), hits read low | 360,000 compounds, 0.3% hits | AID 651819; in the data active = activity change below about -30%; also: % is scaled to controls: 0 for no effect and ±100 for the full control effect
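Nucleotide hydrolysis assay: TRiC at 20–40 nM final (set by batch activity) with 10 uM ATP, 30 min at 37 °C, in presence of 76 uM compound. Detection by competitive ADP HTRF, 30 min ambient.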
EPAC2 antagonist: blocks human EPAC2 exchange factor; EPAC2 GEF exchange of Rap1B-BODIPY-GDP, fluorescence; Potency, µM (highest dose often 114 µM), for the others: at the highest dose activity, negative = inhibition, most hits filed as inhibitors; 360,000 compounds, 0.18% hits; AID 720708; also: potency is read from the fitted curve at half-maximal effect; % is scaled to controls: 0 for no effect and ±100 for the full control effect; nearly all actives have a fitted effect of over 45% in size; many of its hits are not listed in these tables
Target sequence (Q8WZA2 whole entry, looked up): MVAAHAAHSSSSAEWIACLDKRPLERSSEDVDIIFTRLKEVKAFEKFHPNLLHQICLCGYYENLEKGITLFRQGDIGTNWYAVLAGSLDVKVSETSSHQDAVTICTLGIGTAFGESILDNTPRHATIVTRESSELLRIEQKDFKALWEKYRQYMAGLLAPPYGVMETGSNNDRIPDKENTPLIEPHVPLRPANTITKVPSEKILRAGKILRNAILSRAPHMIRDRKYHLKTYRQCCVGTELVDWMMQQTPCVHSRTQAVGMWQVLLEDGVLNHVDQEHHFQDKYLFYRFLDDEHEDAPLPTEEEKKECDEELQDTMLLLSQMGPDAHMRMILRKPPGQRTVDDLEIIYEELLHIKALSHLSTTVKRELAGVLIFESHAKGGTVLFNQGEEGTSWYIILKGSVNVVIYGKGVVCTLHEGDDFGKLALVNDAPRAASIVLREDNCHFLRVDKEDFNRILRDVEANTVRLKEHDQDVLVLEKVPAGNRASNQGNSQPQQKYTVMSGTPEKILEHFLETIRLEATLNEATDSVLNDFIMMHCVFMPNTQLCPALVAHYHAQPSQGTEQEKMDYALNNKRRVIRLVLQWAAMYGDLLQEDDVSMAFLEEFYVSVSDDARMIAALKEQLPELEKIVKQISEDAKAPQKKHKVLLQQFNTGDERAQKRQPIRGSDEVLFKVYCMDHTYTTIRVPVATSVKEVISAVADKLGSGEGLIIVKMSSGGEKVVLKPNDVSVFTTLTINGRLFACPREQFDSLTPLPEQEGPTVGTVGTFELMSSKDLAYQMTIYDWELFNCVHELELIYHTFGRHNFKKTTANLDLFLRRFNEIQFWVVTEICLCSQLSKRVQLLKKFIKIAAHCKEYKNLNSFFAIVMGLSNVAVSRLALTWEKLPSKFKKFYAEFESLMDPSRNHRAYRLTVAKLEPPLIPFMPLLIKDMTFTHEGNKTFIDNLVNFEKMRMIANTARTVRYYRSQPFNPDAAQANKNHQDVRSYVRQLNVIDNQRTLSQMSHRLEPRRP
EPAC2 agonist: EPAC2 (human) agonism; EPAC2 activation, biochemical qHTS; response scale: 100% = 6.5 mM cAMP response; Potency, µM (titrated, usually from 154 µM), for inactives: top-dose activation, hits mostly activators; 360,000 compounds, 0.079% hits; AID 720711; also: potency is read from the fitted curve at half-maximal effect; nearly all actives have a fitted effect of over 50% in size
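Each well held 100 nM EPAC2, 250 nM RAP1B-BODIPY-GDP and 50 uM GDP. Fluorescence, read at 5-min intervals to 30 min, was referenced to a 6.5 mM cAMP positive control.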
Nrf2 ARE act: activators of Nrf2 (ARE) signaling | AREc32 ARE-luciferase reporter (MCF7-derived line), luminescence, 24 h | Potency, µM (doses to about 46.1 µM), for the others: top-dose activation, hits mostly activators | 410,000 compounds, 0.31% hits | AID 624171; also: potency is read from the fitted curve at half-maximal effect; % of control where 0% means no effect; nearly all actives have a fitted effect of over 65% in size
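Luciferase luminescence (Steady-Glo, 30 min at room temperature) served as the read-out of ARE activation in AREc32 cells treated with compounds for 24 hr at 37 deg C.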
Nrf2 block: Nrf2 pathway inhibition; A549 ARE-Fluc reporter, luciferase luminescence, 18-24 h; AID 504444; Potency, µM (doses to about 46 µM), for inactives: at the top dose activity change, negative = inhibition, actives largely listed as inhibitors; 360,000 compounds, 2.1% hits; also: potency is read from the fitted curve at half-maximal effect; % is scaled to controls: 0 for no effect and ±100 for the full control effect; nearly all actives have a fitted effect of over 60% in size
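In this cell-based qHTS, ARE-driven firefly luciferase in A549 cells reports Nrf2 activity; the luminescent signal after BugLite lysis is the measured value, with a prior CellTiter-Fluor read for cell health.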
An asterisk follows results filed as active; i = inactive; ? = inconclusive; / = not tested or not shown; [ ] = another dose, or the depositor's remark. Unless noted, calls follow the shape of the dose curve; as a rule, active = well fitted curve in the direction sought with a large enough effect; inconclusive = small, poorly fitted or top-dose-only effect, or another doubt; inactive = no such curve, though single readings can be large; an effect the other way counts as inactive or inconclusive.

SMILES	TGFb inhibitor	pAkt inh	A549 viability	MmCpn inh	CCT modulator	EPAC2 antagonist	EPAC2 agonist	Nrf2 ARE act	Nrf2 block
CC1(C)Cc2cccc(OCC(=O)N3CCN(c4ccccc4F)CC3)c2O1	-0.5%	i	10.4%	-0.8%	0.7	7.4%	-6.7%	0.5%	-2.0%
O=C1CC2CCCC(C1)S2=O (centres undefined)	0.2%	i	/	/	0.2	4.2%	6.9%	-0.9%	/
CCN1C(=O)[C@H]2[C@@H](c3ccc(-c4ccc(F)cc4)c(OC)c3)N[C@@](C)(C(=O)OC)[C@H]2C1=O	-13.2%	i	-10.6%	-3.0%	1.5	-6.3%	-2.2%	-0.6%	-10.1%
C=CCNC(=O)C1CC(=O)N(c2ccc(OCC(=O)Nc3ccc(Cl)c(C(F)(F)F)c3)cc2)C1 (centres undefined)	-8.5%	i	-10.8%	4.5%	-4.4	-5.4%	-4.4%	-0.2%	-26.7%
Cc1ccccc1-c1nc2cc(NC(=O)c3cccc(OCCC(C)C)c3)ccc2o1	-24.7%	/	3.8%	/	/	/	/	-0.9%	6.51µM*
CC(=O)Oc1ccc(-c2ccc(C(=O)OCC(=O)N(C)CC(=O)Nc3ccccc3Cl)cc2)cc1	?	i	?	-10.4%	-2.3	8.0%	8.8%	4.8%	?
COc1ccc(N(CC(=O)Nc2ccc(S(=O)(=O)N3CCCC3)cc2)S(C)(=O)=O)cc1OC	4.1%	i	-1.5%	-1.3%	0.0	-0.3%	12.6%	-0.7%	5.9%
CC1=C(C(=O)OCc2ccc3c(c2)OCO3)C(c2ccccc2OCc2ccccc2)NC(=O)N1 (centres undefined)	-24.5%	i	-20.7%	0.1%	0.8	-1.0%	-8.2%	-0.3%	13µM*
COC(=O)COc1cccc(NC(=O)c2cc(OC)cc(OC)c2)c1	-12.7%	i	-2.5%	1.5%	2.9	2.7%	-7.2%	-0.6%	9.6%
Cc1ccc(CN2C(=O)CNC2=S)cc1	11.2%	i	-3.7%	0.0%	-0.4	4.9%	9.2%	-0.6%	3.7%
O=C(Nc1cccn(Cc2c(Cl)cccc2Cl)c1=O)c1ccc(Cl)cc1Cl	-1.1%	i	?	-1.6%	0.0	3.2%	8.1%	0.1%	?
O=C(Nc1cccc(-c2csc(Nc3cccc(C(F)(F)F)c3)n2)c1)c1cc([N+](=O)[O-])cc(C(F)(F)F)c1	-9.4%	i	-22.1%	-1.7%	-0.9	-3.5%	-6.1%	5.9%	?
CCCCCCn1c(SCCOC)nc2c1c(=O)[nH]c(=O)n2C	-8.1%	i	7.0%	-0.7%	1.8	2.1%	-10.1%	0.8%	-28.3%
COc1cc(OC)c(Nc2nc3ccccc3nc2-n2nc(C)cc2C)cc1Cl	11.9%	/	11.1%	/	/	/	/	4.7%	9.7%
Nc1nc(N)c2cc(Sc3ccc4ccccc4c3)ccc2n1	11.2µM*	i	4.1%	2.2%	2.4	5.9%	4.5%	-2.4%	?
Cc1ccc(NC(=O)c2ncn(CCCNCCCN(C)C)n2)cc1C	5.5%	i	24.4%	/	2.5	1.8%	4.3%	0.8%	2.9%
CC(C)(C)c1cc(NC(=O)Nc2ccccc2)no1	-28.0%	i	-5.1%	0.8%	-1.9	-12.7%	4.2%	0.3%	?
NC(=O)c1ccc[n+](Cc2cccc3ccccc23)c1	-27.5%	i	8.9%	-0.9%	-2.1	7.4%	-1.7%	0.4%	-3.5%
CC(=O)Nc1ccc(Nc2cc(N(C)C)c3nonc3c2[N+](=O)[O-])cc1	7.4%	i	-6.3%	3.0%	1.2	9.2%	0.8%	0.0%	-14.3%
COc1cccc(-c2nc(CS(=O)(=O)CC(=O)N3CCN(c4cc(C)ccc4C)CC3)c(C)o2)c1	-38.9%	/	?	/	/	/	/	-0.3%	2.59µM*
CCOc1cc(C(=O)Nc2ccc(S(=O)(=O)Nc3nnc(CC)s3)cc2)cc(OCC)c1OCC	0.0%	i	1.7%	0.2%	-0.6	-12.0%	-1.0%	-0.6%	15.2%
O=C(CN1C(=O)/C(=C/c2ccco2)SC1=S)Nc1ccc(C(=O)O)c(O)c1	-0.8%	/	-4.8%	-6.4%	-0.4	-10.9%	6.8%	-0.3%	?
COCCNc1ncnc2c1ncn2[C@H]1CN(Cc2ccc(Cl)cc2)C[C@@H](CO)O1	23.5%	i	/	/	-10.8	-8.4%	-0.2%	-1.1%	/
CCOc1cc(C2C3=C(CCCC3=O)N(CCC(=O)O)C3=C2C(=O)CCC3)ccc1OS(=O)(=O)c1ccc(C)cc1	3.2%	i	18.5%	-2.1%	-0.7	13.8%	-1.7%	-0.1%	-2.7%
CCn1c2ccccc2c2cc(NC(=O)CC(C)=O)ccc21	-10.6%	i	-4.1%	-2.7%	-1.0	-2.1%	-6.9%	0.0%	-11.3%
COC(=O)c1cc(NC(=O)CSC2=NCCS2)cc(C(=O)OC)c1	6.6%	i	2.4%	0.9%	1.2	-1.0%	10.7%	2.3%	-19.6%
COc1ccc(NC(=O)CC(Cc2ccccc2)C(=O)O)cc1 (centres undefined)	0.0%	i	-3.8%	-7.9%	-0.9	6.7%	-0.7%	-0.2%	-9.9%
COc1ccc(OC)c(CC(NC(C)=O)C(=O)NC2CCN(c3nc(OC)nc(OC)n3)CC2)c1 (centres undefined)	1.5%	i	-4.1%	0.0%	-0.5	-0.7%	10.1%	-0.3%	-10.5%
Cc1cc(C)c(S(=O)(=O)NCCSCc2ccco2)c(C)c1	-17.8%	i	?	0.7%	-2.4	-4.2%	23.8%	5.3%	13.4%
CNC(=O)N(C1=NCC(C)S1)c1ccc(F)cc1F (centres undefined)	0.0%	i	-2.7%	3.7%	-1.5	0.3%	-5.0%	-0.3%	?

Part of the list above, with values under each structure:
The line under a structure holds: TGFb inhibitor, pAkt inh, A549 viability, MmCpn inh, CCT modulator, EPAC2 antagonist, EPAC2 agonist, Nrf2 ARE act, Nrf2 block
COc1ccc(OC)c(CC(NC(C)=O)C(=O)NC2CCN(c3nc(OC)nc(OC)n3)CC2)c1 (centres undefined)
    1.5%, i, -4.1%, 0.0%, -0.5, -0.7%, 10.1%, -0.3%, -10.5%
CC(C)(C)c1cc(NC(=O)Nc2ccccc2)no1
    -28.0%, i, -5.1%, 0.8%, -1.9, -12.7%, 4.2%, 0.3%, ?

Next records:
SMILES	TGFb inhibitor	pAkt inh	A549 viability	MmCpn inh	CCT modulator	EPAC2 antagonist	EPAC2 agonist	Nrf2 ARE act	Nrf2 block
CCC(=O)N1CCc2cc(S(=O)(=O)CCC(=O)NC3CCCCC3)ccc21	-7.7%	/	-1.9%	2.5%	-75.1*	10.1%	0.3%	-0.1%	8.2%
Cc1ccc(C2CC(C(F)F)n3ncc(C(=O)Nc4cnn(Cc5ccccc5C)c4)c3N2)cc1 (centres undefined)	?	/	-7.6%	0.9%	1.7	0.3%	-84.6%[inhibitor][15.6 µM]	1.7%	-21.4%
CCCCC(CC)C(=O)Nc1ccc(S(=O)(=O)Nc2nccs2)cc1 (centres undefined)	-0.6%	i	0.8%	1.5%	-3.4	?	13.8%	-1.8%	-14.8%
CC(C)=CCCC(C)CN1CCC(O)CC1 (centres undefined)	2.8%	i	3.7%	/	-0.8	4.0%	-4.6%	-0.7%	-14.0%
COc1ccc(OCCOC(=O)CN2C(=O)NC3(CCCC3)C2=O)cc1	-5.8%	i	3.0%	-5.4%	2.3	-6.3%	-3.0%	-0.9%	0.9%
O=C(Cc1ccc(-c2ccccc2)cc1)NCc1cccnc1	-12.6%	i	3.2%	-1.2%	0.8	1.9%	1.6%	3.2%	-11.4%
O=C(COc1ccc(Cl)cc1Cl)NNC(=S)NC(=O)c1ccco1	?	i	2.2%	-4.9%	1.8	0.9%	-8.2%	0.2%	?
COc1ccc(NC(=O)COc2ccc(N(C)S(=O)(=O)c3ccc(Cl)cc3)cc2)cc1	-5.7%	i	-16.0%	1.7%	0.6	5.8%	8.4%	-0.9%	13µM*
CCc1ccc(C(=O)NNC(=O)c2cccc(N3C(=O)CCC3=O)c2)cc1	-7.5%	i	-7.3%	0.1%	-3.5	5.6%	5.1%	-0.1%	-17.3%
O=C(NC(=S)Nc1cccc(NC(=O)c2ccccc2Cl)c1)c1cccs1	-6.0%	i	-3.7%	-2.3%	0.5	18.4%	1.4%	0.2%	-1.1%
COc1ccc(CCNC(=O)C2CCN(S(=O)(=O)c3ccc4nc5c(c(C(=O)O)c4c3)CCCC5)CC2)cc1OC	-5.2%	i	-0.4%	3.3%	-2.7	-4.7%	11.2%	2.7%	7.4%
CC(C)C(=O)Nc1ccc(C(=O)NNC(=O)C(c2ccccc2)c2ccccc2)cc1	-15.8%	i	-1.8%	-0.6%	2.1	12.7%	7.4%	-1.0%	-24.4%
COc1ccccc1/C=C/C=N/n1c(COc2ccccc2)n[nH]c1=S	?	i	-7.1%	0.2%	-0.3	-3.5%	-10.0%	0.4%	-28.3%
CCc1cc2c(-n3nc(C)cc3C)ncnc2s1	1.8%	i	12.7%	-0.6%	-1.3	-2.8%	14.6%	0.1%	/
COc1ccc(CCN2CCCn3c2nc2c3c(=O)n(Cc3ccccc3F)c(=O)n2C)cc1OC	-8.6%	i	-10.9%	-1.0%	-2.5	-1.2%	10.2%	0.8%	-22.1%
COC(=O)[C@H](Cc1ccc(O)cc1)NC(=O)Cn1cnc(C(=O)Nc2ccc(C)c(C)c2)n1	-2.9%	i	-0.5%	-2.2%	-2.5	1.4%	4.1%	0.6%	-10.9%
O=C(O)CSCc1c(F)cccc1Cl	1.7%	i	-17.7%	-0.3%	-11.8	-1.4%	6.9%	0.5%	-16.3%
Cc1ccc(NC(=O)C2CCCN(c3ncccn3)C2)c(C)c1 (centres undefined)	12.6%	i	-0.5%	-0.4%	0.0	17.5%	-5.6%	0.3%	?
CS(=O)(=O)N(CC(=O)N1CCCC1)c1cccc(F)c1	-1.4%	i	2.6%	-2.4%	-0.8	7.0%	1.5%	-0.1%	2.1%

These rows are one share of the data; count on the stated rates, not on these rows.
